# PMI act satM6P: increases human PMI activity with near-saturating mannose 6-phosphate; coupled PMI enzyme assay, resazurin fluorescence, 20 min; hits give high values; 1 = untreated enzyme, 0 = substrate-free blank; activation factor at 20 µM; 0.34% of 190,000 active; AID 1216; P34949;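 active = activation factor of 2 or more at 20 µM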
# Target sequence (P34949 whole entry, looked up): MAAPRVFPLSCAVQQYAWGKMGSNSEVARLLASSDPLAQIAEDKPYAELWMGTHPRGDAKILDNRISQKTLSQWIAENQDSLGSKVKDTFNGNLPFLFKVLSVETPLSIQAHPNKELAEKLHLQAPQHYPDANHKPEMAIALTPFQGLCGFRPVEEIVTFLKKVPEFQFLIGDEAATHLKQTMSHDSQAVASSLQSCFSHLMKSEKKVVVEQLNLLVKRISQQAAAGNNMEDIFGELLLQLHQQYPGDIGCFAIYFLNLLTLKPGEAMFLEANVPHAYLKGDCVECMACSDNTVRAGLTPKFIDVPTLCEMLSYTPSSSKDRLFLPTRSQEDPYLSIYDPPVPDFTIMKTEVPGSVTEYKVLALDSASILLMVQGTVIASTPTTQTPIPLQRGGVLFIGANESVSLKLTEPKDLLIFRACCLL
#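 Test system: human phosphomannose isomerase with PGI, G6PDH, diaphorase coupling enzymes / Doses: 20 µM compound, 1% DMSO / Times: enzyme reaction with compound 20 min at room temperature / Measured by: Diaphorase-driven resazurin-to-resorufin fluorescence, excitation 544, emission 590 nm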
# Diaph inh CS: diaphorase inhibition or chemical oxidation counter-screen. diaphorase resazurin-to-resorufin fluorescence, NADH, 16 min; bacterial (C. kluyveri) enzyme, not human. inhibition, % at 20 µM. 0.69% of 190,000 active. AID 1217;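 active = primary screen inhibition at 20 µM above a set limit, cut at about 50% in these data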;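 note: plate controls were DMSO with full reaction for no effect and wells lacking NADH for full effect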
#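 Test system: Clostridium kluyveri diaphorase enzyme / Quantity: diaphorase at 0.14 U/mL in enzyme working solution / Incubation: 16-min room-temperature incubation before reading / Benchmarks: NADH-free wells as positive control, DMSO-only neutral wells / Signal: resorufin fluorescence 544/590 nm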
# PMI act: phosphomannose isomerase (human) activation; P34949; purified human PMI, coupled resazurin fluorescence, 20 min; hits give high values; 1 = vehicle control, 0 substrate-free wells; activation factor at 20 µM; 0.005% of 190,000 active; AID 1214;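 active = activation factor of 2 or more at 20 µM, relative to plate controls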
# bIAP activator: intestinal alkaline phosphatase (bovine) activation | activation factor at 20 µM | AID 1016 | 0.17% of 200,000 active | purified bovine IAP, CDP-star luminescence, 30 min; hits give high values; fold of DMSO-control signal, blank-subtracted;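 active = activation factor of 2 or more at 20 µM, a signal rise over negative controls twice the positive control's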
# L major viab: reduces viability of Leishmania major promastigotes; resazurin fluorescence viability; inhibition, % at 10 µM; 9% of 200,000 active; in the data active = inhibition above about 50%;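 note: promastigotes grown with compound for 44 hours at 28 °C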
# Diaphorase act: diaphorase activation or chemical reduction counter-screen. AID 1229. activation factor at 20 µM. 0.005% of 190,000 active. Diaphorase/resazurin coupled assay, resorufin fluorescence, 16 min; hits give high values; 1 = vehicle wells, 0 = NADH-free wells;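 active = diaphorase activity raised at least twofold by the compound at 20 µM; inactive = activation factor below 2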
#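 Test system: Clostridium kluyveri diaphorase, purified enzyme; input: enzyme 0.07 U/mL final; buffer or medium: 50 mM HEPES pH 7.4 with 4.542 mM MgCl2, 0.005% Tween 20; also added: 0.114 mM NADH and 0.1 mM resazurin, final amounts; schedule: 16 min enzyme reaction, ambient temperature; technique: fluorescence of resorufin, 544 nm excitation, 590 nm emission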
# bIAP inhibitor: blocks bovine intestinal alkaline phosphatase activity; purified bovine IAP, CDP-star luminescence, 30 min; inhibition, % at 20 µM; 190,000 tested, under 10 active;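 active = over 50% inhibition of intestinal alkaline phosphatase at 20 µM in the single-dose screen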
#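 Assay system – bovine IAP enzyme · Quantity – bovine IAP at 1/65,000,000 final dilution · Detection – CDP-star luminescence signal · Times – 30 min reaction at room temperature · Also added – CDP-star substrate at 30 µM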
# TNAP inh no acc: inhibitors of human TNAP without phosphate acceptor. purified TNAP, CDP-star luminescence, 30 min. 0.26% of 200,000 active. inhibition, % at 20 µM. P05186;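 active = tissue-nonspecific alkaline phosphatase inhibition above about 50% at 20 µM in the single-dose screen, limit read from the data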;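 note: 0% = DMSO negative control and 100% = EDTA positive control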
# Target sequence (P05186 whole entry, looked up): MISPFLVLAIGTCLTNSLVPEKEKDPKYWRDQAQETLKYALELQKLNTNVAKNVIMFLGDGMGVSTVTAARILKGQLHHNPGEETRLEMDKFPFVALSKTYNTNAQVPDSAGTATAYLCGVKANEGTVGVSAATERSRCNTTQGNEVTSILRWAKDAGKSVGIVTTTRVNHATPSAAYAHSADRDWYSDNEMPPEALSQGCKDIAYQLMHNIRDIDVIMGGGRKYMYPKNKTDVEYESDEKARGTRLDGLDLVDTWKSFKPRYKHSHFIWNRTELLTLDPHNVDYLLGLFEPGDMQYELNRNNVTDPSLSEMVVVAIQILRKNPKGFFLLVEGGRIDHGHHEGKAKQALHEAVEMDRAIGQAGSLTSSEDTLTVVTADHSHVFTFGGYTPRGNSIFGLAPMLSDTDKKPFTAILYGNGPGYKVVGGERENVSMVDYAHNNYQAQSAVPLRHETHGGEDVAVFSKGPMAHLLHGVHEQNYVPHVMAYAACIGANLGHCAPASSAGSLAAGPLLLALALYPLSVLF
# TNAP inh hiacc: inhibitors of human TNAP at high phosphate acceptor concentration; P05186; purified TNAP, CDP-star luminescence, 1 M DEA; inhibition, % at 20 µM; 0.03% of 200,000 active; AID 1135;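 active = over 50% inhibition of tissue-nonspecific alkaline phosphatase at 20 µM in the single-dose screen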;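 note: plate controls were DMSO wells for no effect and EDTA-quenched wells as full inhibition for full effect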
# TNAP act hiacc: activators of human TNAP at high phosphate acceptor concentration; P05186; purified TNAP, CDP-star luminescence, 1 M DEA, 30 min; hits give high values; 0 = EDTA background, 1 = DMSO-only activity; 200,000 tested, under 10 active; activation factor at 20 µM; AID 1136;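 active = activation factor at least 2 at 20 µM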
#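 Measured by: Luminescent substrate turnover signal | Test system: Human TNAP | Input: TNAP 1/800 final | Dosing: 20 µM single point | Schedule: 30 min, room temperature | Controls: EDTA wells as negative control, DMSO wells as positive control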
# * marks the source's active call; other numbers are inactive results.
no.	SMILES	PMI act satM6P	Diaph inh CS	PMI act	bIAP activator	L major viab	Diaphorase act	bIAP inhibitor	TNAP inh no acc	TNAP inh hiacc	TNAP act hiacc
1	CCC(C)NCC(=O)Nc1ccc(-c2nc3cc(NC(=O)CNC(C)CC)ccc3o2)cc1 (stereo unspecified)	1	-9	0.9	1	99*	1.1	5	-8	-2	1
2	O=C(COc1ccccc1Cl)N1CCN(c2ccc(F)cc2)CC1	0.9	10	0.9	0.8	-3	0.9	16	-11	-4	1
3	Cc1cc(C)c2c(c1)cc(C)c1nnc(SCC(=O)N3CCCc4ccccc43)n12	0.9	19	0.8	1.1	42	0.8	-7	-32	-4	1
4	Cc1ccc(NC(=O)c2ccc(NCCN)c([N+](=O)[O-])c2)cc1Cl	1	-21	0.9	1	100*	1.2	-2	1	8	0.9
5	Cc1ccc(C(=O)OCC(=O)NCc2ccco2)s1	1	-3	1.1	1.1	-8	1	-8	-5	0	1
6	O=C(Nc1cccc(C(=O)O)c1)/C(=C\c1ccccc1)NC(=O)c1cccc2ccccc12	1	15	1	0.9	-1	0.8	9	-2	1	1
7	COc1ccccc1NC(=O)N(Cc1ccco1)Cc1cc2cccc(C)c2[nH]c1=O	0.9	28	0.9	1	29	0.7	4	-3	-1	1
8	COc1ccccc1Nc1nc(N)nc(CN2CCC(Cc3ccccc3)CC2)n1	1	-8	0.9	1	18	1.1	-2	-4	-6	1.1
9	Cc1cccc(NC2=NC3(CCCCC3)N=C(N)N2)c1C	1	12	1	2.7*	-6	0.9	-167	-44	-14	1.1
10	Cc1cc(C)c(NC(=O)CS(=O)CC(=O)NCC2CCCO2)c(C)c1 (stereo unspecified)	0.9	8	1	1.1	-8	0.9	-14	-11	-1	1
11	CC(C)CCN1CCN(CC#Cc2ccccc2)CC1CCO (stereo unspecified)	1	-4	1	1.1	80*	1	-5	-5	-1	1
12	O=C(O)C(=O)Cc1c[nH]c2ccccc12	1	6	1.2	1	-6	0.9	0	-10	1	1
13	CO/N=C(\Cn1ncc(N2CCCC2)c(Br)c1=O)c1ccc(Cl)cc1	0.9	12	0.9	1	71*	0.9	-3	-3	-1	1
14	O=C(CN1CCNC(=O)C1)NCCc1ccc(Cl)cc1Cl	1.1	0	1.1	1.1	-2	1	-8	-18	-7	1.1
15	O=C1c2ccccc2C(Nc2ccc(Cl)cn2)N1c1ccccn1 (stereo unspecified)	1.1	5	1.1	1	7	1	-2	-3	4	1
16	O=C(NCc1ccccc1)C(c1ccccc1)N(Cc1cccs1)C(=O)c1cnccn1 (stereo unspecified)	1	11	1	1.1	11	0.9	-6	-3	3	1

# Sorted by molar mass (low to high): part of the list above
no.	SMILES	PMI act satM6P	Diaph inh CS	PMI act	bIAP activator	L major viab	Diaphorase act	bIAP inhibitor	TNAP inh no acc	TNAP inh hiacc	TNAP act hiacc
12	O=C(O)C(=O)Cc1c[nH]c2ccccc12	1	6	1.2	1	-6	0.9	0	-10	1	1
9	Cc1cccc(NC2=NC3(CCCCC3)N=C(N)N2)c1C	1	12	1	2.7*	-6	0.9	-167	-44	-14	1.1
14	O=C(CN1CCNC(=O)C1)NCCc1ccc(Cl)cc1Cl	1.1	0	1.1	1.1	-2	1	-8	-18	-7	1.1
10	Cc1cc(C)c(NC(=O)CS(=O)CC(=O)NCC2CCCO2)c(C)c1 (stereo unspecified)	0.9	8	1	1.1	-8	0.9	-14	-11	-1	1
13	CO/N=C(\Cn1ncc(N2CCCC2)c(Br)c1=O)c1ccc(Cl)cc1	0.9	12	0.9	1	71*	0.9	-3	-3	-1	1

# Entries of single compounds from above. Order of screens: PMI act satM6P	Diaph inh CS	PMI act	bIAP activator	L major viab	Diaphorase act	bIAP inhibitor	TNAP inh no acc	TNAP inh hiacc	TNAP act hiacc
# O=C(CN1CCNC(=O)C1)NCCc1ccc(Cl)cc1Cl is listed with 1.1	0	1.1	1.1	-2	1	-8	-18	-7	1.1
# Cc1cc(C)c(NC(=O)CS(=O)CC(=O)NCC2CCCO2)c(C)c1 (stereo unspecified) is listed with 0.9	8	1	1.1	-8	0.9	-14	-11	-1	1
# CO/N=C(\Cn1ncc(N2CCCC2)c(Br)c1=O)c1ccc(Cl)cc1 is listed with 0.9	12	0.9	1	71*	0.9	-3	-3	-1	1
# O=C1c2ccccc2C(Nc2ccc(Cl)cn2)N1c1ccccn1 (stereo unspecified) is listed with 1.1	5	1.1	1	7	1	-2	-3	4	1

# The listing continues.
no.	SMILES	PMI act satM6P	Diaph inh CS	PMI act	bIAP activator	L major viab	Diaphorase act	bIAP inhibitor	TNAP inh no acc	TNAP inh hiacc	TNAP act hiacc
17	CC(CCc1ccccc1)NC(=O)COC(=O)c1cccs1 (stereo unspecified)	0.9	16	1	1.1	-2	0.8	-9	-10	-2	1
18	Cc1cc(-c2n[nH]c(=S)n2-c2ccccc2)nn1C	0.9	10	0.9	0.7	26	0.9	35	-53	1	1
19	O=C(N/N=C/C1CC=CCC1)c1cc(-c2cccnc2)nc2ccccc12 (stereo unspecified)	1	-2	1	0.9	-9	1	6	-3	-2	1
20	Cc1[nH]c2ccccc2c1/C=N/NC(=O)CNC(=O)c1ccc2c(c1)OCO2	0.9	3	0.9	0.9	7	1	6	9	5	1
21	O=C(Nc1ccc(Cl)c([N+](=O)[O-])c1)c1ccc2c(c1)OCCO2	1	6	1	1	-4	0.9	-1	-7	2	1
22	COCCCn1c(SCC(=O)n2c(C)c(C)c3ccccc32)nnc1-c1ccoc1C	0.9	29	0.9	1	3	0.7	-1	-3	2	1
23	CNC(=O)/C=C/c1cccc(C(F)(F)F)c1	1	10	0.9	1	-4	0.9	-2	-13	-2	1
24	COc1ccc(C(=O)Nc2ccccc2-c2nnn(CC(=O)N3CCOCC3)n2)cc1	0.9	23	0.8	0.8	-1	0.8	16	-3	0	1
25	ONC(=Nc1ccccc1)C(=Nc1ccccc1)NO	1	12	1	1	-4	0.9	2	7	-3	1
26	Cc1ccc(Cn2ncc(Cl)c(Cl)c2=O)cc1	1.1	11	1	1.2	60*	0.9	-19	-2	-7	1.1
27	CN(Cc1ccccc1)C(=O)CN(C1CCCCC1)S(C)(=O)=O	1	7	0.9	0.9	-8	0.9	5	-5	1	1
28	CCOc1ccccc1NC(=O)CSc1nnc2c(CC)c(C)nc(N)n12	0.9	18	0.9	1	8	0.8	4	-11	-3	1
29	CCOCCCn1c(SCc2nc3sc(C(=O)O)c(C)c3c(=O)[nH]2)nnc1-c1ccc(Cl)cc1	1.1	5	1.3	1.1	4	1	-10	4	-2	1
30	COc1cccc(NC(=O)c2oc3ccccc3c2NC(=O)C(C)(C)C)c1	0.8	22	0.8	1.1	18	0.8	-14	-2	-2	1
31	CC(C)CNc1cc(Cl)c(S(=O)(=O)NCC(C)C)cc1C(=O)O	1	-4	1	1	-10	1	-1	-7	-2	1
32	CN1/C(=C\C(=O)CSc2nnc(N)s2)C(C)(C)c2ccccc21	1.6	7	1.2	1.3	38	0.9	-30	-7	-4	1
33	CCNC(=O)c1ccc2c(c1)S(=O)(=O)c1ccccc1C2=O	1.1	7	1.1	1	4	0.9	4	-7	-4	1
34	c1ccc(CN2CCN(CCOCCOc3cccc4ccccc34)CC2)cc1	1	12	0.9	1.2	14	0.9	-18	-5	-4	1
35	CCNc1nc(NC(C)(C)C)nc(Oc2ccc(=O)n(-c3ccccc3)n2)n1	1.1	-10	1	1.1	0	1.1	-11	-7	-5	1
36	Cc1ccc(C(=O)NC(=S)NCC(=O)c2ccccc2)cc1	0.9	16	0.9	1	0	0.8	0	-2	3	1
37	CCN(CC)/C(Sc1ccccc1)=C(/C(Cl)=C(Cl)Cl)[N+](=O)[O-]	0.9	13	0.9	1	31	0.9	4	0	-1	1
38	Cc1ccc(NC(=O)CCn2cccc2)cc1Cl	0.9	11	0.9	0.9	-2	0.9	14	-6	2	1
39	COc1ccc(CN2CCCC(C(=O)c3ccc(Cl)cc3)C2)cc1Cn1cncn1 (stereo unspecified)	1	-6	1	1.1	32	1.1	-9	-5	-4	1
40	COc1ccc(NC(=O)N2c3ccc(OC)cc3C(C)=CC2(C)C)cc1	0.4	47	0.6	1	30	0.5	0	-7	1	1
41	O=C(Nc1cccs1)Nc1c(F)cc(F)cc1Br	0.9	5	0.8	0.9	21	0.9	10	-8	2	1
42	O=C(NCCc1ccc(Cl)cc1)C1CCN(S(=O)(=O)c2ccc(Br)s2)CC1	0.9	22	0.9	0.9	3	0.8	7	-10	-4	1
43	Cc1nn(-c2ccccc2)c(C)c1/C=N/NC(=O)c1cc(-c2ccccc2)n[nH]1	0.9	21	0.9	1.4	88*	0.8	-36	98*	22	0.8
44	N#Cc1ccc(Oc2cc(C(F)(F)F)nc(-c3ccccn3)n2)cc1	1	5	1	1	0	0.9	-1	-11	-2	1
45	Cc1ccc(C(=O)CSc2nnc3ccccn23)c(C)c1	1	5	1	0.9	-7	1	7	-5	-2	1
46	Cn1c(=O)c2cc(S(=O)(=O)NCCC(=O)NC3CCCCCCC3)ccc2n(C)c1=O	1.2	8	1.2	0.9	14	0.9	8	-5	-6	1.1
47	O=C(/C=C/Nc1cccc(C(F)(F)F)c1)C(F)(F)F	1.1	1	1	1	-5	1	3	-8	-3	1
48	Cc1ccc(-c2nc(CS(=O)CC(=O)NCCN3CCOCC3)c(C)o2)cc1 (stereo unspecified)	1.1	9	1.1	1	-4	0.9	-4	-3	-6	1.1
49	COc1ccc(NS(=O)(=O)c2ccc(N3CCOCC3)c(NC(=O)c3ccc(F)cc3)c2)cc1	1	12	0.9	0.9	72*	0.9	12	1	-4	1

# Source: PubChem BioAssay

# The order is random; about 10% have a hit in one of these screens.
